# MITF primary: human MITF inhibition, primary screen. O75030. 650,000 compounds, 0.91% hits. AlphaScreen MITF homodimerization, bead proximity signal. inhibition, % at 2.6 µM; in the data active = inhibition above about 50%;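 note: 0% = vehicle wells with protein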
# FBW7 activator: activators of human E3 ligase FBW7. Q969H0. AlphaScreen FBW7–phospho-cyclin E peptide binding, activator screen. normalized activity (activation), % at 26.1 µM. 650,000 compounds, 0.13% hits. AID 1259310; in the data active = normalized activity above about 1.9%;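 note: purified mutant Fbw7 with reduced substrate affinity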
# Target sequence (Q969H0 whole entry, looked up): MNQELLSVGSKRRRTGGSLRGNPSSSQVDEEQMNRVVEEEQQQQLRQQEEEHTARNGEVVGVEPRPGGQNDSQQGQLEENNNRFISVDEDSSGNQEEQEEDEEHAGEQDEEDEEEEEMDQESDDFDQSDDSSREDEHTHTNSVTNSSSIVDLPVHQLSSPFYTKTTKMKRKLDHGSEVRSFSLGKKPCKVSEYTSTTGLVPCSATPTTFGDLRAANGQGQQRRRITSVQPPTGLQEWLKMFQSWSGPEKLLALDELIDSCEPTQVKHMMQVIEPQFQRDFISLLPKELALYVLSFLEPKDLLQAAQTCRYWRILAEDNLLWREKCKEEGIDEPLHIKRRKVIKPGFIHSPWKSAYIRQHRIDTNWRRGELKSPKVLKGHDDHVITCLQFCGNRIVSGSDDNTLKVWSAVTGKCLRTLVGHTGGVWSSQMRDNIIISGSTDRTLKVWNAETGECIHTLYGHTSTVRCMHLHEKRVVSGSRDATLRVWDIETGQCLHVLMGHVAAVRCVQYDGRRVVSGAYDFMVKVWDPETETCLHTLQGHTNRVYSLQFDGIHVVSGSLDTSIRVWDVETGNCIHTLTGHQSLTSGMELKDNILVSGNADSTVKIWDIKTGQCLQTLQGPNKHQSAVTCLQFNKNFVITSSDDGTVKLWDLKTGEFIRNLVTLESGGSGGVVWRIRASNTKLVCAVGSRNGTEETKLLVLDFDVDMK
# GPR151 activ: activates the human receptor GPR151 | Q8TDV0 | PathHunter beta-arrestin GPR151 cells, luminescence | activation, % at 11.2 µM | 650,000 compounds, 1% hits; in the data active = activation above about 4.9%;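 note: 0% = median of compound wells and 100% = cells with positive control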
# Target sequence (Q8TDV0 whole entry, looked up): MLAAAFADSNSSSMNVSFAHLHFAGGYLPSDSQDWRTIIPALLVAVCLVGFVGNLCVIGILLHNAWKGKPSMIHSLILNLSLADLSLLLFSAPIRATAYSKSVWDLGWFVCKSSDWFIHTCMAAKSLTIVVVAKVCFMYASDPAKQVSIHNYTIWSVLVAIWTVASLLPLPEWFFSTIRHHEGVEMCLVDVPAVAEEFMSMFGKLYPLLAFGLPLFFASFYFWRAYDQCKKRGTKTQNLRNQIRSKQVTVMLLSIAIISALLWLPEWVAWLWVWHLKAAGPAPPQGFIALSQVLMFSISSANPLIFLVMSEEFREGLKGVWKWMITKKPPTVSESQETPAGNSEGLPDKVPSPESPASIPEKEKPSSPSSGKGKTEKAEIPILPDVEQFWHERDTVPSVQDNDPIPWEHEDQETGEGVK
# TEAD-YAP block: TEAD-YAP interaction inhibition | HEK-TIYL cells, TEAD-Gal4/YAP UAS-luciferase luminescence | inhibition, % at 9.12 µM | 640,000 compounds, 1.4% hits; in the data active = inhibition above about 32%;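 note: 0% = median of test compound wells and 100% = reference inhibitor wells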
# * marks the source's active call; other numbers are inactive results.
SMILES,MITF primary,FBW7 activator,GPR151 activ,TEAD-YAP block
O=C(CCN1CCCC1)Nc1cccc(Br)c1,-6,-0.2,-0.3,-2
CCn1nnc(NC(=O)c2ccc(OC)c([N+](=O)[O-])c2)n1,9,0.1,0.0,14
Cc1cn2c3c(=O)n(Cc4ccc(Br)cc4)c(=O)n(C)c3nc2n1C,8,-0.2,-0.4,6
FC(F)(F)C1(C(F)(F)F)N=C(c2ccncc2)OC(c2ccco2)=N1,11,0.0,2.8,4
O=C(Cc1cn(-c2ccc(N3CCN(c4ccccn4)CC3)nn2)c2ccccc12)NCCc1ccc(O)cc1,11,0.1,1.1,-8
Cc1ccnc2nc(C(=O)OCC(=O)Nc3cccc(C#N)c3)nn12,0,-0.1,2.7,-3
COc1ccc(CNC(=O)CN(c2ccc(Cl)cc2Cl)S(=O)(=O)c2ccccc2)cc1,-9,-0.2,-0.7,9
COc1ccc(-c2cc3c(c(OC)c2)OCCN(Cc2cccc(C)n2)C3)nn1,7,0.0,-0.1,2
O=C(Nc1cccc2nsnc12)c1cccc(OCc2ccccc2)c1,-19,0.2,-0.1,-4
N#Cc1ccc(C(=O)NCc2ccco2)c(F)c1,10,0.0,-0.3,8
CNC(=O)COC(=O)c1cc2ccccc2cc1OC,13,0.0,0.6,0
Cn1ccnc1SCC(=O)Nc1nn(-c2ccccc2)nc1C(N)=O,1,-0.1,0.8,7
CC(C)CCSc1nc(N2CCOCC2)c2c(c1C#N)CC(C)(C)OC2,-19,-0.1,0.0,-6
CCOc1ccc(NC(=O)Cn2nnc(C(=O)OC)c2C(=O)OC)c([N+](=O)[O-])c1,7,0.0,1.3,4
COc1cc(/C=N/NC(=O)CCc2ccccc2)ccc1OC(C)=O,15,0.1,-0.4,-1
Nc1ncnc(N/N=C/c2ccc(Br)cc2)c1[N+](=O)[O-],-4,-0.1,0.8,-44
Cc1ccc(-c2cc(C(F)F)n3ncc(C(=O)NCc4ccc5c(c4)OCO5)c3n2)cc1,0,-0.1,1.6,4
CCC(C)c1ccc(NC(=O)CSc2nc(C)cc(C)n2)cc1 (stereo unspecified),5,-0.2,-2.1,3
Cc1ccc(S(=O)(=O)CC(=O)c2ccccc2)cc1C,-12,0.2,-0.3,-16
CCC(C)(C)c1ccc(OCC(=O)Nc2c[nH]c(=O)[nH]c2=O)cc1,-20,0.1,2.6,6
CCN(CC)C(=O)C1CCCN(c2cc(C(=O)NCCCN3CCCC3=O)ccn2)C1 (stereo unspecified),-10,-0.1,1.0,6
Cc1ccc(NC(=O)c2cc(S(=O)(=O)N3CCC(C)CC3)ccc2F)cc1F,-3,-0.1,-0.9,-4
CCC(=O)N[C@@H]1c2ccccc2C2(CCN(Cc3cccn3-c3ccccn3)CC2)[C@H]1OC,13,0.0,0.0,7
O=C(Nc1nc2ccccc2s1)c1ccc(NC(=O)C2CCCCC2)cc1,-12,0.1,0.2,-32
CCOC(=O)c1c(C)oc2cc(Br)c(OCc3ccccc3)cc12,8,-0.1,-0.6,6
Cc1ccc2c(c1)-c1cc(C)nn1C(c1cccc(O)c1O)N2 (stereo unspecified),9,-0.2,1.8,-15
CCOC(=O)c1sc2ncnc(Nc3cc(Cl)ccc3OC)c2c1C,21,0.1,-0.9,28
CCCCNC(=O)c1cn(C)c2ccc(S(=O)(=O)N(CC)CC)cc2c1=O,0,-0.1,-0.3,-10
Cc1ccc([N+](=O)[O-])cc1S(=O)(=O)N1CCCC(C)(C)C1,13,0.4,-0.2,1
c1ccc(-c2oc3ncn4nc(-c5ccco5)nc4c3c2-c2ccccc2)cc1,16,0.8,0.2,0
NS(=O)(=O)c1ccc(NC(=S)NCc2ccc3c(c2)OCO3)cc1,-12,-0.1,9.1*,-2
c1ccc(N2CCN(c3nc4ccccc4[nH]3)CC2)nc1,-12,0.2,-2.0,-38
O=C([C@H](O)c1cccc(Cl)c1)N1CCN(c2ccc3[nH]ncc3c2)CC1,22,0.1,0.2,2
O=C1NC(c2cc(I)ccc2Cl)=N/C1=C/c1cccs1,16,-0.1,0.6,-1
O=C(C1=COCCO1)N1CCCc2ccccc21,11,-0.1,0.0,8
O=C(/C=C/Nc1ccccc1Br)c1ccccc1,9,-0.3,-5.8,83*
COc1ccc(N(CC(=O)NCC(O)c2ccccc2)S(=O)(=O)c2ccccc2)cc1 (stereo unspecified),-12,0.0,-1.0,-2
O=C(COc1ccccc1)NCC(=O)N1CCCC1,-1,-0.1,1.1,-4
Cc1cc(C)cc(NC(=O)N2CCOc3ccccc32)c1,-9,-0.3,-1.0,-7
COc1cc(OC)c(CN2CCCC(C)C2)cc1Br (stereo unspecified),9,0.0,4.8,1

# 2 of these compounds, reformatted:
# Values run as follows: MITF primary | FBW7 activator | GPR151 activ | TEAD-YAP block
> c1ccc(N2CCN(c3nc4ccccc4[nH]3)CC2)nc1
→ -12 | 0.2 | -2.0 | -38
> CCCCNC(=O)c1cn(C)c2ccc(S(=O)(=O)N(CC)CC)cc2c1=O
→ 0 | -0.1 | -0.3 | -10

# More compounds
SMILES,MITF primary,FBW7 activator,GPR151 activ,TEAD-YAP block
Cc1ccc(S(=O)(=O)N(C)C)cc1NC(=S)NCCc1ccc(O)c(O)c1,-13,0.0,-0.3,11
CCC(CC)C(=O)Nc1ccccc1C(=O)O,-3,0.0,0.1,-4
CC(=O)c1c(-c2ccccc2)c2cc(Br)ccc2n(C)c1=O,2,-0.2,0.1,0
O=C(NCCc1ccc(O)cc1)c1ccc2nc(NC3CCN(Cc4ccccc4)CC3)sc2c1,-19,0.5,-0.9,-2
CCc1cc(CN2CCN(CCO)CC2)c(NC(=O)c2ccccc2)s1,10,-0.1,0.7,-9
O=C(CCC1CCCC1)Nc1c2c(nn1-c1ccc([N+](=O)[O-])cc1)CSC2,-4,0.0,0.0,-6
O=C(O)/C=C/C(=O)Nc1ccccc1-c1ccccc1,17,0.7,-0.6,9
Cc1ccccc1CN[C@H]1C[C@H]2C(=O)N[C@@H](C(C)C)C(=O)N2C1,14,-0.3,-0.9,-1
COC(=O)N(NC(=O)C(O)(CC(C)C)CC(C)C)c1ccccc1,19,0.0,-2.3,2
COc1ccc(CNc2ccnc3c(-c4ccc(O)cc4)cnn23)cc1,-5,1.7,-0.3,3
c1ccc(COc2ccc(C3Nc4cccc5cccc(c45)N3)cc2)cc1,2,0.5,-2.6,-2
O=C(NC12CC3CC(CC(C3)C1)C2)c1cccc(F)c1F,-6,0.1,0.3,-2
O=c1cc(-c2ccc(Cl)s2)[nH][nH]1,-3,-0.5,-1.0,0
CCC[C@@H]1NC(=O)[C@H]2CN(S(=O)(=O)c3ccc(Cl)cc3)CCN2C1=O,2,0.0,0.6,-8
CCc1ccc(-n2cnc3cc(C(=O)NCC4CCCO4)ccc32)cc1 (stereo unspecified),8,0.1,3.1,7
C=CCN(CC=C)C(=O)COc1ccc(Cl)cc1Cl,-2,-0.1,0.5,0
Cc1nc2cc(-c3ccccc3)nn2c(C)c1CCC(=O)NCc1cccs1,8,-0.2,1.1,12
C=C(C)CCC(C)N1CCC(n2nccc2NC(=O)Cc2ccccc2)CC1 (stereo unspecified),3,0.0,0.2,-8
COc1cccc(OC)c1CN1CCC(NCCc2ccccc2)CC1,-10,-0.1,-1.5,8
COc1ccc(-c2nc(NCc3cccc(C(F)(F)F)c3)c3ncn(-c4ccsc4)c3n2)cc1,16,0.1,0.5,4

# Record cards, as listed above. Order of screens: MITF primary | FBW7 activator | GPR151 activ | TEAD-YAP block
# COc1cc(/C=N/NC(=O)CCc2ccccc2)ccc1OC(C)=O is listed with 15 | 0.1 | -0.4 | -1
# CCOc1ccc(NC(=O)Cn2nnc(C(=O)OC)c2C(=O)OC)c([N+](=O)[O-])c1 is listed with 7 | 0.0 | 1.3 | 4
# COc1ccc(N(CC(=O)NCC(O)c2ccccc2)S(=O)(=O)c2ccccc2)cc1 (stereo unspecified) is listed with -12 | 0.0 | -1.0 | -2
# COc1ccc(CNC(=O)CN(c2ccc(Cl)cc2Cl)S(=O)(=O)c2ccccc2)cc1 is listed with -9 | -0.2 | -0.7 | 9
# CC(C)CCSc1nc(N2CCOCC2)c2c(c1C#N)CC(C)(C)OC2 is listed with -19 | -0.1 | 0.0 | -6

# The list continues:
SMILES,MITF primary,FBW7 activator,GPR151 activ,TEAD-YAP block
COc1ccc(NS(=O)(=O)c2ccc(NC(=O)c3ccccc3C(=O)O)cc2)cc1,-22,0.2,2.1,4
CN(CC(=O)Nc1ccc(F)cc1)S(=O)(=O)c1cc(Br)cnc1N,8,-0.2,-0.2,4
Cc1nc2c(c(=O)[nH]1)CCN(Cc1cn[nH]c1-c1cccs1)C2,9,0.2,1.0,10
COc1ccccc1Oc1ccc(S(=O)(=O)Nc2ccc(C(C)=O)cc2)cc1,1,-0.2,2.0,0
CCOc1ccc(NC(=O)Nc2nnc(CSCc3ccccc3F)s2)cc1,3,0.0,-0.5,-8
CCCCC(=O)Nc1c2c(nn1-c1ccc(C)cc1C)CS(=O)(=O)C2,11,0.1,-0.2,11
CCOc1ccc(-c2cc(C(=O)OC)on2)cc1,-3,-0.1,0.5,5
COc1ccc(N2C(=O)c3ccccc3C2=O)c(N)c1,14,0.0,0.3,-56
COc1ccc(-c2nnc3sc(-c4ccc(F)cc4)nn23)cc1,23,0.0,1.0,3
O=S(=O)(NCc1ccco1)c1cccc(NS(=O)(=O)c2cccs2)c1,8,0.2,-1.5,16
COc1ccc(C(CC(=O)NCc2ccccc2OC)NS(=O)(=O)c2ccc(C)cc2)cc1 (stereo unspecified),-4,-0.1,0.5,-9
COC(=O)Cc1nc(N2CCN(c3ccc(OC)cc3)CC2)c2c(C)c(C)sc2n1,3,0.0,-1.4,12
C=CCn1cnc2c(cnn2-c2ccccc2C)c1=O,-3,-0.1,-0.4,0
CCCCn1c(SCC(=O)Nc2cc(C)on2)nnc1-c1cccnc1,3,0.0,2.1,-1
O=C1[C@@H]2CCCN2C(=O)[C@H]2CN(CCCc3ccccc3)CCN12,21,0.6,2.3,-3
CCCOCCOC(=O)C1=C(C)NC(=O)NC1c1cccc(Br)c1 (stereo unspecified),4,0.1,2.1,10
O=C(CSc1nnc2[nH]c(=O)ccn12)NCc1ccc2c(c1)OCO2,6,-0.2,-0.2,10
COc1ccc(-c2noc(Cc3cccs3)n2)cc1OC,-2,-0.1,0.0,0
COC(=O)c1ccccc1NC(=O)CSc1nc2ccc(OC)cc2[nH]1,11,0.1,-1.7,4
Cc1cc(C)n2c(SCC(=O)O)nnc2n1,10,0.1,-1.7,-3
C=CCNC(=O)c1ccccc1NC(=O)Nc1ccc(Cl)cc1,3,0.3,-4.2,-16
N/C(=N\OC(=O)c1ccccc1-c1ccccc1)c1ccccn1,13,0.4,0.6,20
COC(=O)c1ccc(C2C(C#N)=C(N)Oc3c2sc2ccccc32)cc1 (stereo unspecified),0,0.1,-2.2,-6
CC1CCCC(NC(=O)C2N(C3CCCCC3)C(=O)C3C(C(=O)Nc4cccc(Cl)c4)C4C=CC32O4)C1C (stereo unspecified),-13,0.2,0.0,-5
COC(=O)c1ccc(/C=C2\C(=O)Nc3ccc(Br)cc32)cc1,0,0.0,0.7,-3
CC(C)(C)NC(=O)c1ccc(NC(=O)CCC(=O)O)cc1,10,0.1,1.3,-4
CCSc1nnc(N2C(=O)CC(c3ccccc3C)C3=C2CCCC3=O)s1 (stereo unspecified),1,0.1,0.7,3
CC(=O)N(Cc1ccccn1)Cc1ccco1,1,0.0,0.1,-1
Cc1c(NS(=O)(=O)c2ccc(F)cc2)c(=O)n(-c2ccccc2)n1C,-3,0.0,1.1,7
CCCCNC(=O)CCCN1C(=O)/C(=C\c2ccco2)SC1=S,9,-0.1,-0.5,17
COc1ccc(C[C@@H]2NC(=O)[C@H]3CN(S(=O)(=O)c4ccc(Cl)cc4)CCN3C2=O)cc1,13,0.1,-0.6,-3
CCN(CC)CCNc1nc2c(c(=O)n(C)c(=O)n2C)n1Cc1ccc(Cl)cc1Cl,-4,-0.1,1.0,-1
Cc1ccc(-c2nnc(N3CCN(C)CC3)c3ccccc23)cc1C,7,0.0,0.0,5
CC(C)CCNc1nc2ccccc2n2nnnc12,-6,0.0,0.3,2
Cc1nn(C)c(C)c1Sc1ccc(Br)cc1,6,0.0,-0.8,4
CCOC(=O)N1CCN(C(=O)CSc2cn(Cc3ccccc3C)c3ccccc23)CC1,2,-0.1,-1.1,-3
Nc1cccc(-c2cc(NCCOc3ccccc3)nc(N)n2)c1,6,-0.3,0.5,16
COC(=O)C1=C(C)Nc2nnnn2C1c1ccc(SC)cc1 (stereo unspecified),-10,0.2,-1.1,-5
CCCn1c(SCC(=O)O)nc2ccccc21,-7,0.1,0.9,1
Cc1noc(C)c1COC(=O)[C@@H](NC(=O)c1ccccc1Cl)C(C)C,-10,0.2,1.4,-2
OCCNCc1cccc(OCc2ccccc2)c1,-10,-0.2,-0.5,-7
COc1ccc(OCC(O)Cn2c(N3CCCCCC3)nc3c2c(=O)n(C)c(=O)n3C)cc1 (stereo unspecified),-6,-0.1,-0.7,1
CC(=O)c1c(C)nc2ccc(Br)cc2c1-c1ccccc1,0,0.0,2.1,0
CN1CCc2c(sc(NC(=O)/C=C\c3ccccc3)c2C(N)=O)C1,-4,-0.1,0.7,-31
Cc1cc(Br)cc(C)c1OCC(=O)Nc1ccccc1C(N)=O,8,0.1,1.1,-22
CC(C)c1ccc(S(=O)(=O)N2CCN(CC(=O)Nc3ccccc3F)CC2)cc1,18,0.3,1.3,2
COC(=O)c1c(NC(=O)Cc2cccs2)sc(C(=O)Nc2cccc(OC)c2)c1C,7,0.2,-0.6,8
Cc1cc(NS(=O)(=O)c2ccc(NC(=O)COc3ccc(Cl)c(C)c3)cc2)no1,5,0.3,-0.5,8
CCOC(=O)C1=C(C)Nc2ncnn2C1c1ccccc1OC(F)F (stereo unspecified),-3,-0.1,-1.4,6

# Compound activity from PubChem.
